High-throughput results (PubChem BioAssay)
Pf Dd2 inh – blocks growth of Plasmodium falciparum Dd2 parasites | activity change, % at 10 µM | actives 2.3% (n = 94,000) | AID 1159554 | P. falciparum Dd2 growth, SYBR Green, 72 h; hits give low values; in the data active means activity change below about -80%
T cruzi growth – blocks T. cruzi growth in NIH3T3 culture; T. cruzi beta-gal in NIH3T3, GalScreen luminescence, 90 h; inhibition, % at 8.34 µM; actives 5.9% (n = 77,000); AID 624255;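 active means mean inhibition above about 93%, with at least 55% of replicates each passing it, limit read from the data, passing the limit was not always enough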
C diff HTS – C. difficile growth inhibition; AID 1259249; growth activity, negative = inhibition, % at 16 µg/mL (by protocol); Clostridium difficile clinical isolate growth, OD600, 24 h; hits give low values; actives 0.25% (n = 86,000);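 active means mean growth activity at or below -80% and every replicate also at or below -80%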;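 further: 0% = DMSO wells and -100% = levofloxacin 16 µg/mL wells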
GASC1 inh – blocks human GASC-1 (KDM4C) demethylase activity | Q9H3R0 | GST-KDM4C 2-372, H3K9me3 peptide, LANCE TR-FRET | inhibition, % at 12.5 µM | actives 0.15% (n = 96,000) | AID 720574;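 active means mean replicate inhibition above about 25%, with at least 55% of replicates also reaching it, limit read from the data, passing the limit was not always enough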
Target sequence (Q9H3R0 2-372 limits assumed): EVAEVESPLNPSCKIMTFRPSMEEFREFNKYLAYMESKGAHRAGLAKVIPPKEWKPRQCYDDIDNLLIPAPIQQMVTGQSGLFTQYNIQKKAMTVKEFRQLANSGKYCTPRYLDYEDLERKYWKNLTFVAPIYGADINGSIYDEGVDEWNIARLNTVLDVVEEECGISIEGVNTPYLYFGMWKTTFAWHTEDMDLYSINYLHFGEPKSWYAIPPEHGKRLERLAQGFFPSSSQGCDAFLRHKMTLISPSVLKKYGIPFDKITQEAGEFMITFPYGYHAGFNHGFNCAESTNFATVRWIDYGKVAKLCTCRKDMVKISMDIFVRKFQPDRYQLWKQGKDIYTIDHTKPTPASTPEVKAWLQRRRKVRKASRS
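Assay system: GST-GASC-1 enzyme fragment 2-372 | Amount: 10 nM enzyme | Medium: HEPES buffer, pH 7.5, plus ascorbate | Reagent: H3K9me3 peptide substrate, Fe(II), 2-oxoglutarate | Doses: Single-point compound screen | Incubation: 30 min demethylation and 1 h detection at room temperature | Measured by: LANCE TR-FRET, excitation 340 nm, emissions 618 and 671 nm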
Starred values were filed as active, the others as inactive; . = no result given; & = joins results of further samples; ! = not confirmed by another sample.

SMILES	Pf Dd2 inh	T cruzi growth	C diff HTS	GASC1 inh
C[C@@H]1CN([C@@H](C)CO)C(=O)c2cc(NS(=O)(=O)c3cn(C)cn3)ccc2O[C@@H](C)CCCCO[C@H]1CN(C)CC1CC1	6.9	51.0	1.6	-0.1
COC(=O)C[C@H]1CC[C@@H]2[C@@H](COc3ccc(NC(=O)Cc4cccs4)cc3C(=O)N2C)O1	.	-156.6	-13.3	-0.3
C[C@@H]1CN([C@@H](C)CO)C(=O)c2cc(NC(=O)Nc3ccc(F)cc3)ccc2O[C@@H](C)CCCCO[C@@H]1CN(C)S(=O)(=O)c1ccccc1	-83.9*	103.2*	10.0	-0.6
Cc1ccc(S(=O)(=O)Nc2ccc3c(c2)C(=O)N([C@H](C)CO)C[C@H](C)[C@@H](CN(C)CC2CCCCC2)OCCCC[C@H](C)O3)cc1	-37.6	47.7	-2.0	0.5
O=C(C1CCOCC1)N1[C@H](CO)[C@@H]2c3ccccc3NC[C@@H]21	8.8	8.5	-5.5	0.4
O=S(=O)(Cc1ccccc1)N1CCCCN2[C@H](C1)[C@H](c1ccc(-c3ccc(F)cc3)cc1)[C@@H]2CO	7.3	110.1*	6.3	0.1
Cc1noc(C)c1NC(=O)N(C)C[C@H]1Oc2ccc(NC(=O)Cn3cnnn3)cc2C(=O)N([C@H](C)CO)C[C@@H]1C	24.4	19.1	.	5.1
O=C(N[C@H]1CC[C@@H](CCNC(=O)C2CCCC2)O[C@H]1CO)c1ccccn1	9.5	.	-4.1	-1.2
C[C@@H]1CCCCO[C@@H](CN(C)C(=O)C2CCCCC2)[C@H](C)CN([C@@H](C)CO)C(=O)c2cc(NC(=O)Nc3ccc(C(F)(F)F)cc3)ccc2O1	-5.5	120.6*	33.3	-1.0
C[C@@H]1CN([C@@H](C)CO)C(=O)c2cc(NC(=O)CCCN(C)C)ccc2O[C@@H]1CN(C)C(=O)Nc1ccc2c(c1)OCO2	9.0	.	-1.5	2.1
CO[C@@H]1CN(C)C(=O)c2ccc(NC(=O)C3CCOCC3)cc2OC[C@@H](C)N(CC2CCCCC2)C[C@H]1C	-30.2	.	.	-0.6
C[C@@H](NC(=O)C[C@H]1CC[C@@H](NC(=O)c2cccnc2)[C@H](CO)O1)c1ccccc1	11.0	-12.8	.	0.6
C[C@H](CO)N1C[C@H](C)[C@@H](CN(C)Cc2ccc(-c3ccccc3)cc2)Oc2ccc(NS(=O)(=O)c3ccc(Cl)cc3)cc2C1=O	7.1	96.1	7.2	-0.2
COc1ccc(S(=O)(=O)N2CC[C@H]3[C@H](CO)Nc4ccc(-c5cccc(C#N)c5)cc4[C@H]32)cc1	9.3	27.1	0.3	-1.4
C[C@H]1CCCCO[C@H](CN(C)C(=O)Nc2ccc3c(c2)OCO3)[C@@H](C)CN([C@@H](C)CO)C(=O)c2cc(NC(=O)Nc3ccccc3)ccc2O1	-28.3	57.5	-2.0	-0.3
CNC(=O)C[C@H]1CC[C@@H]2[C@H](COc3ccc(NS(=O)(=O)c4ccccc4C)cc3C(=O)N2C)O1	-6.3	27.3	-1.7	-0.6
CO[C@@H]1CN(C)C(=O)c2ccc(NS(C)(=O)=O)cc2OC[C@H](C)N(CC2CCCCC2)C[C@@H]1C	-24.5	-63.4	.	1.0
COc1ccc(NC(=O)N(C)C[C@H]2Oc3c(NS(=O)(=O)c4cccs4)cccc3C(=O)N([C@@H](C)CO)C[C@H]2C)cc1	-72.9	-46.5	3.5	-0.9
C[C@@H]1CN([C@H](C)CO)C(=O)c2cccc(NC(=O)c3ccc(-c4nccs4)cc3)c2O[C@H]1CN(C)C(=O)Nc1ccccc1	4.5	-45.9	-4.6	1.5
CCN1[C@@H]2Cn3c(ccc(C4=CCCC4)c3=O)[C@H]1[C@@H](C(=O)N1CCc3ccccc3C1)[C@@H]2CO	-1.1	-17.7	-4.4	1.2

Full records from above. Order of values: Pf Dd2 inh	T cruzi growth	C diff HTS	GASC1 inh
C[C@@H]1CN([C@@H](C)CO)C(=O)c2cc(NC(=O)CCCN(C)C)ccc2O[C@@H]1CN(C)C(=O)Nc1ccc2c(c1)OCO2 reads 9.0	.	-1.5	2.1
C[C@@H](NC(=O)C[C@H]1CC[C@@H](NC(=O)c2cccnc2)[C@H](CO)O1)c1ccccc1 reads 11.0	-12.8	.	0.6
O=C(C1CCOCC1)N1[C@H](CO)[C@@H]2c3ccccc3NC[C@@H]21 reads 8.8	8.5	-5.5	0.4

Further records
SMILES	Pf Dd2 inh	T cruzi growth	C diff HTS	GASC1 inh
Cc1noc(C)c1NC(=O)Nc1ccc2c(c1)CC(=O)N([C@H](C)CO)C[C@H](C)[C@@H](CN(C)C(=O)Nc1cccc3ccccc13)O2	23.2	-23.4	.	-2.9
C[C@@H]1CCCCO[C@@H](CN(C)S(=O)(=O)c2ccc(Cl)cc2)[C@@H](C)CN([C@H](C)CO)C(=O)c2cc(NC(=O)NC3CCCCC3)ccc2O1	.	37.2	17.4	0.8
O=C(c1ccncc1)N1C[C@H]2[C@@H](c3ccccc31)[C@@H](CO)N2C(=O)c1ccccn1	13.0	57.1	28.6	0.7
C[C@@H]1CN([C@H](C)CO)C(=O)c2cc(C#Cc3ccc(F)cc3)cnc2O[C@H]1CN(C)C(=O)Nc1ccc(F)cc1	-23.2	8.4	.	-1.9
C[C@@H]1CN([C@@H](C)CO)C(=O)c2cc(NS(=O)(=O)c3cn(C)cn3)ccc2O[C@@H]1CN(C)C(=O)Nc1ccc(C(F)(F)F)cc1	-1.4	-19.4	-0.6	0.9
CCCNC(=O)N1[C@H](CNC(=O)c2cccc(F)c2)[C@H](c2ccccc2)[C@@H]1CO	-4.4	72.1	-11.9	-2.3
Cc1ccc(S(=O)(=O)Nc2ccc3c(c2)C(=O)N([C@H](C)CO)C[C@H](C)[C@H](CN(C)C(=O)Nc2ccc(F)cc2)O3)cc1	-5.5	-40.6	-3.4	-0.3
Cc1ccccc1-c1ccc(C2[C@@H]3CN(S(=O)(=O)Cc4ccccc4)C[C@H]2N3)cc1 (some centres undefined)	-52.0	.	52.1	-1.6
O=C(NCC[C@@H]1CC[C@@H](NC(=O)c2ccncc2)[C@@H](CO)O1)Nc1ccc(Cl)cc1	-14.2	-27.2	9.5	-0.2
CN1C(=O)c2cc(NC(=O)C3CCOCC3)ccc2OC[C@H]2O[C@H](CC(=O)NCc3ccc4c(c3)OCO4)CC[C@@H]21	.	-31.9	-1.3	-0.4
O=C(C[C@H]1CC[C@@H]2[C@H](COC[C@H](O)CN2CC2CC2)O1)NCc1ccc(Cl)cc1	1.3	-0.8	5.6	0.0
Cc1ccc(S(=O)(=O)N(C)C[C@@H]2Oc3ccc(NS(=O)(=O)c4c(C)noc4C)cc3CC(=O)N([C@@H](C)CO)C[C@H]2C)cc1	-64.6	-4.5	3.7	0.7
C[C@@H]1CN([C@H](C)CO)S(=O)(=O)c2ccc(C#Cc3ccc(F)cc3)cc2O[C@@H]1CN(C)C	-30.8	-70.9	-8.1	-2.1
CC(C)NC(=O)Nc1ccc2c(c1)C(=O)N([C@H](C)CO)C[C@H](C)[C@H](CN(C)S(=O)(=O)c1cccs1)O2	9.9	-204.5	0.0	17.3
COc1ccc(S(=O)(=O)N(C)C[C@H]2OCCCC[C@H](C)Oc3ccc(NC(=O)Nc4ccccc4)cc3C(=O)N([C@@H](C)CO)C[C@@H]2C)cc1	-76.5	104.5*	0.0	7.4
O=C(C[C@H]1CC[C@H](NC(=O)Nc2cc(F)ccc2F)[C@@H](CO)O1)NCc1ccccn1	7.1	-14.2	.	.
CO[C@@H]1CN(C)C(=O)c2cc(NC(C)=O)ccc2OC[C@H](C)N(Cc2ccncc2)C[C@H]1C	-30.5	-30.1	.	-2.4
C[C@@H]1CN([C@H](C)CO)C(=O)c2cc(C#CCN(C)C)cnc2O[C@H]1CN(C)C(=O)c1ccc2c(c1)OCO2	-9.1	.	2.3	4.5
O=C(Nc1cccc(F)c1)N1CC(=O)N2[C@H](C1)[C@@H](c1ccc(-c3ccccc3)cc1)[C@@H]2CO	-7.3	.	-4.5	-1.7
Cc1ccc(S(=O)(=O)Nc2ccc3c(c2)CC(=O)N([C@@H](C)CO)C[C@H](C)[C@@H](CN(C)Cc2ccc(C(F)(F)F)cc2)O3)cc1	-4.9	94.5	.	-2.8
Cc1noc(C)c1NC(=O)Nc1ccc2c(c1)C(=O)N([C@@H](C)CO)C[C@@H](C)[C@@H](CN(C)S(=O)(=O)c1ccc(F)cc1)OCCCC[C@@H](C)O2	-36.4	25.4	-3.7	0.5
CN(C[C@H]1N[C@@H](CO)[C@@H]1c1ccc(-c2cccc(F)c2)cc1)S(C)(=O)=O	-16.7	64.5	2.6	-2.6
COc1ccc(S(=O)(=O)Nc2cccc3c2O[C@@H](CN(C)Cc2ccc(C(=O)O)cc2)[C@@H](C)CN([C@H](C)CO)C3=O)cc1	5.7	100.7*	.	-0.2
Cc1noc(C)c1NC(=O)Nc1ccc2c(c1)CC(=O)N([C@@H](C)CO)C[C@H](C)[C@@H](CN(C)CC1CCCCC1)O2	28.3	46.0	-4.8	-0.7
C[C@H]1CN([C@@H](C)CO)C(=O)c2cc(NC(=O)C3CC3)ccc2O[C@H]1CN(C)Cc1ccc(-c2ccccc2)cc1	24.0	4.4	14.9	6.8
C[C@@H]1CN([C@H](C)CO)C(=O)Cc2cc(NC(=O)Nc3ccccc3)ccc2O[C@@H]1CN(C)S(=O)(=O)c1cn(C)cn1	-8.8	34.4	-0.8	-3.2
C[C@@H]1CN([C@H](C)CO)C(=O)Cc2cc(NC(=O)Cc3ccccc3)ccc2O[C@H]1CN(C)Cc1ccccc1	-17.3	46.7	-7.7	-0.7
N#C[C@H]1[C@H](c2ccc(C#Cc3ccc(F)cc3)cc2)[C@@H](CO)N1C(=O)C1CCCC1	-73.5	92.9	0.3	-1.1
Cc1ccc(S(=O)(=O)Nc2ccc3c(c2)CC(=O)N([C@H](C)CO)C[C@@H](C)[C@H](CN(C)Cc2ccc(C(=O)O)cc2)O3)cc1	38.4	-5.8	.	-1.5
Cn1cnc(S(=O)(=O)N2C[C@H](O)COC[C@H]3O[C@@H](CC(=O)NCc4cc(F)cc(F)c4)CC[C@@H]32)c1	2.1	-3.0	.	0.0
CC(=O)NC[C@@H]1[C@H](c2ccc(C3=CCCC3)cc2)[C@H](CO)N1C(=O)NC(C)C	-9.1	2.0	-3.0	1.7
CC(C)NC(=O)N[C@@H]1CC[C@@H](CCNC(=O)C2CCC2)O[C@H]1CO	-0.9	.	-0.4	-0.6
CCCNC(=O)N1C[C@H](O)COC[C@@H]2O[C@H](CC(=O)N3CCC(Cc4ccccc4)CC3)CC[C@H]21	-12.8	55.6	6.8&-3.3	0.0
CCS(=O)(=O)Nc1ccc2c(c1)C(=O)N(C)C[C@H](OC)[C@H](C)CN(CCC(F)(F)F)[C@@H](C)CO2	-6.4	29.7	.	2.0
C[C@H]1CCCCO[C@@H](CN(C)C(=O)CCCN(C)C)[C@@H](C)CN([C@@H](C)CO)C(=O)c2cc(NC(=O)C3CCCCC3)ccc2O1	3.6	-32.6	0.1	2.7
O=C(Cc1ccncc1)NCC[C@@H]1CC[C@@H](NC(=O)C2CC2)[C@@H](CO)O1	1.9	.	-0.7	4.3
CO[C@H]1CN(C)C(=O)c2ccc(NC(=O)c3ccno3)cc2OC[C@H](C)N(S(C)(=O)=O)C[C@@H]1C	12.0	.	-3.3	4.6
O=C(C[C@@H]1C[C@H]2c3cc(NC(=O)NC4CCCCC4)ccc3O[C@H]2[C@H](CO)O1)NCc1ccccc1	-34.3	9.5	.	1.1
C[C@H](CO)N1C[C@H](C)[C@@H](CN(C)S(=O)(=O)c2ccc(F)cc2)OCc2ccccc2-c2c(n(C)c3ccccc23)C1=O	-23.3	-0.4	.	0.8
O=C(C[C@H]1CC[C@H]2[C@@H](COC[C@@H](O)CN2S(=O)(=O)c2ccc(Oc3ccccc3)cc2)O1)Nc1ccccc1	0.6	.	9.2&-3.6	1.0
O=C(C[C@H]1C[C@@H]2c3cc(NC(=O)NC4CCCCC4)ccc3O[C@@H]2[C@H](CO)O1)NCC1CC1	23.2	-6.7	.	3.3
O=C(C[C@H]1CC[C@H]2[C@@H](COC[C@H](O)CN2C(=O)Nc2ccc(C(F)(F)F)cc2)O1)NC1Cc2ccccc2C1	-29.7	120.6*	-89.7*!	-1.6
COc1ccc(-c2ccc3c(c2)O[C@H](CN(C)Cc2cccnc2)[C@H](C)CN([C@H](C)CO)S3(=O)=O)cc1	-5.9	.	-3.8	1.0
C[C@H]1CN([C@@H](C)CO)C(=O)c2cc(C#CC3(O)CCCC3)cnc2O[C@H]1CN(C)C(=O)C1CC1	20.0	26.8	-4.5	.
O=C(C[C@H]1C[C@@H]2c3cc(NC(=O)Nc4ccccc4F)ccc3O[C@@H]2[C@@H](CO)O1)NC1CCCCC1	-57.3	158.4*	4.0	0.0

Single entries from the list.
O=C(C[C@H]1C[C@@H]2c3cc(NC(=O)NC4CCCCC4)ccc3O[C@@H]2[C@H](CO)O1)NCC1CC1 in GASC1 inh is listed with 3.3
C[C@H]1CN([C@@H](C)CO)C(=O)c2cc(C#CC3(O)CCCC3)cnc2O[C@H]1CN(C)C(=O)C1CC1 in Pf Dd2 inh is listed with 20.0
